High-throughput results: PubChem BioAssay, several laboratories
CHRM1 PAM – potentiates human M1 receptor response to acetylcholine. P11229. CHO-K1 hM1, Fluo-8 calcium fluorescence, ACh EC20; 0% = ACh EC20, 100% = maximal ACh. activation, % at 3 µM. 360,000 compounds, 0.088% hits. AID 588819; in the data active = activation above about 19%, passing the limit was not always enough
Target sequence (P11229 whole entry, looked up): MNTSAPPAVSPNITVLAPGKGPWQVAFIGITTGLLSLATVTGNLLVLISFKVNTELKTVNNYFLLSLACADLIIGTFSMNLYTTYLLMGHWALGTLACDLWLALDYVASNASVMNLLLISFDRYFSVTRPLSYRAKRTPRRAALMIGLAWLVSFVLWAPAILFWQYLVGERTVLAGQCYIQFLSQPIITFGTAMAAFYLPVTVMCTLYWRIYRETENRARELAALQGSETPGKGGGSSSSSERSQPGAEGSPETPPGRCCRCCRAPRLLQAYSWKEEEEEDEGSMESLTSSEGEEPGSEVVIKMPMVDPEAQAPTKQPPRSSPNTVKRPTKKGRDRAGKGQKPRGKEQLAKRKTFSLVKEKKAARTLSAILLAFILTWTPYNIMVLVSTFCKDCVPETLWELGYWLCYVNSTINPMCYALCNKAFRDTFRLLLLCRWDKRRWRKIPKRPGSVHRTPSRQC
M4 PAM – CHRM4 positive allosteric modulation. P08173. CHO-K1 hM4/Gqi5, Fluo-8 calcium fluorescence, ACh EC20; 0% = ACh EC20, 100% = maximal ACh. activation, % at 3 µM. 360,000 compounds, 0.4% hits. AID 624126;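 active = activation above its plate's cutoff, the mean activation of sample wells plus 3 SD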; note: some results filed as inactive read as strong as hits
Target sequence (P08173 whole entry, looked up): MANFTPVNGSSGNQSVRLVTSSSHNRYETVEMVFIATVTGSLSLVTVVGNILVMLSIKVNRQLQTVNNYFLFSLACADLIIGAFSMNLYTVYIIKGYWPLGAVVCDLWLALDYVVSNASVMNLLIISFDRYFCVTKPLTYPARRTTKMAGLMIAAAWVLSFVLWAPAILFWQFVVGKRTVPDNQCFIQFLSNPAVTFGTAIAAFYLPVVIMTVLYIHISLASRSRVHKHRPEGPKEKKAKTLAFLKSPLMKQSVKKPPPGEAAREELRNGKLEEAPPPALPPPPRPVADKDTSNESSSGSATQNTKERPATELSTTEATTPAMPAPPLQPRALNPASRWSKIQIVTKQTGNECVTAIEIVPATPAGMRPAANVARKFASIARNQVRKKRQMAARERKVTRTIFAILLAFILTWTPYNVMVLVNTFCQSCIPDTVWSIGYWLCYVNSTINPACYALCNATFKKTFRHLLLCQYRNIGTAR
M4 antag – blocks acetylcholine activation of human M4 receptor. inhibition, % at 3 µM. CHO-hM4 cells, ACh EC80, Fluo-8 calcium fluorescence. 360,000 compounds, 0.73% hits. AID 624125;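 active = inhibition above its plate's cutoff, the mean inhibition of sample wells plus 3 SD, cut at about 27% in these data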;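 note: 0% = acetylcholine EC80 with DMSO and 100% = DMSO without agonist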
CHRM5 agonist – agonists of human muscarinic M5 receptor (CHRM5). 360,000 compounds, 0.19% hits. P08912. CHO-K1 hM5 cells, Fluo-8 calcium fluorescence; 0% DMSO wells, 100% maximal acetylcholine response. AID 624037. activation, % at 3 µM;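 active = activation above the run's mean over test compounds plus 3 SD, cut at about 23% in these data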;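 note: signal is peak over basal fluorescence ratio across the kinetic read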
M5 antag – blocks acetylcholine activation of human M5 receptor | P08912 | CHO-hM5 cells, Fluo-8 calcium fluorescence, ACh EC80 | inhibition, % at 3 µM | 360,000 compounds, 0.59% hits;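 active = inhibition above a per-plate cutoff, the mean of that plate's test compounds plus 3 SD, cut at about 27% in these data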;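 note: 0% = acetylcholine EC80 with DMSO and 100% = DMSO without agonist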
M5 PAM – CHRM5 positive allosteric modulation. P08912. CHO-K1 hM5, Fluo-8 calcium, ACh EC20 PAM; 0% = ACh EC20, 100% = ACh EC100. activation, % at 3 µM. 360,000 compounds, 0.3% hits. AID 624038;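 active = activation above the run cutoff, the mean activation of all test compounds plus 3 SD, cut at about 18% in these data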
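Assay system: CHO-K1 hM5 cells. Also added: acetylcholine at EC20 concentration, added after compound. Dosing: 3 µM, single dose. Times: compound preincubation 140 s before EC20 acetylcholine addition. Signal: Fluo-8 calcium fluorescence. Measure: % activation relative to EC20 and EC100 ACh responses. Repeats: singlicate, one well per test compound.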
CRFR2-BP ag – CRF-BP/CRF-R2 complex agonism. HEK293 CRF-R2/CRF-BP, calcium dye fluorescence (FLIPR); percent of saturating CRF peptide response. activation, % at 13.2 µM. 350,000 compounds, 0.46% hits;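 active = activation of at least 50%, plus an integration ratio under a set limit after plate pattern correction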;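 note: plate controls were neutral control wells without compound for no effect and CRF at EC100 for full effect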
M4 ag – agonists of human muscarinic M4 receptor (CHRM4); 360,000 compounds, 0.14% hits; CHO-K1 hM4/Gqi5, Fluo-8 calcium fluorescence; vehicle 0%, full acetylcholine response 100%; activation, % at 3 µM; P08173;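 active = activation above the run mean over all test wells plus 3 SD, cut at about 32% in these data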;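 note: peak over basal fluorescence ratio per well then scaled between controls; 0% = DMSO wells and 100% = acetylcholine at EC100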
M1 antag – human CHRM1 antagonism. 360,000 compounds, 1.3% hits. P11229. CHO-K1 hM1, Fluo-8 calcium fluorescence, ACh EC80 antagonist. AID 588852. inhibition, % at 3 µM;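 active = percent inhibition above its own plate's cutoff, namely the mean of that plate's compound wells plus 3 SD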;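 note: peak over basal fluorescence ratio during 140 s after agonist addition; 0% = ACh EC80 plus DMSO and 100% = DMSO alone without agonist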
Active calls of the source: *; nt = not tested or not shown.

SMILES	CHRM1 PAM	M4 PAM	M4 antag	CHRM5 agonist	M5 antag	M5 PAM	CRFR2-BP ag	M4 ag	M1 antag
CCOC(=O)C1=C(C)NC2(O)c3ccccc3C(=O)C12O (stereo unspecified)	9	4	3	-2	1	-1	0.8	-1	-28
O=C(CSc1nnc(-c2ccc(F)cc2)o1)NC1CCCC1	0	0	0	0	-4	2	0.5	1	-5
O=C(NCCN1CCOCC1)c1cc(Sc2cccc(Cl)c2)nc2ccccc12	5	6	-12	-1	3	-11	-3.3	13	-1
Nc1c(C(=O)NC23CC4CC(CC(C4)C2)C3)sc2nc3c(c(C(F)(F)F)c12)CCC3	-10	-3	7	2	9	-6	11	-1	21
CC(C)(C)C(=O)Nc1nc(=S)ss1	1	0	3	-1	3	-2	-2.1	0	-3
O=C(Nc1ccncc1)c1ccc(Cl)c(S(=O)(=O)N2CCCC2)c1	-8	-4	-3	6	8	-12	0.2	11	17
COC(=O)c1cc(NS(=O)(=O)c2ccc(N3CCOCC3)c(NC(C)=O)c2)cc(C(=O)OC)c1	10	8	2	-2	-4	4	-3.0	3	-1
Cc1ccccc1NS(=O)(=O)c1ccc(OCC(=O)N2CCCC2)cc1	3	4	-1	-1	3	4	0.7	1	-10
CC(C)(C)c1sc(N)nc1-c1ccccc1	2	8	6	-4	10	-1	1.3	0	-8
Cc1ccc(-n2c(CSc3nc(C)cc(C)n3)nnc2SCC(=O)N2CCCC2)cc1	-1	4	-7	-1	4	0	1.1	0	3
Cc1cc(NC(=O)CCCN2C(=O)c3cccnc3C2=O)no1	3	1	6	0	-9	4	-2.3	0	-23
CC1=CC(=C2C(=O)c3ccccc3C2=O)C=C(C)O1	1	8	-1	-1	1	-3	2.1	2	-2
O=[N+]([O-])c1ccc(N2CCN(S(=O)(=O)c3ccccc3)CC2)cc1NCCN1CCOCC1	11	-3	-6	-5	8	-6	0.7	3	-26
CCOC(=O)Cn1c(=O)oc2cc(S(=O)(=O)NCc3ccccn3)ccc21	13	2	-2	0	8	-5	-0.9	1	-17
C=CC[C@@H](CC(=O)N[C@@H](CO)Cc1ccccc1)C(=O)NC[C@@H](OC(=O)[C@@H](CC=C)Cc1ccc(F)cc1)c1ccccc1	2	5	-11	6	2	4	-1.0	2	6
Cc1cc(=O)oc2cc(OCC(=O)N/N=C/c3ccccc3O)ccc12	13	0	-1	-3	7	-1	0.7	1	-14
CC1CCN(CC(=O)Nc2ccc(S(=O)(=O)N3C(C)CCCC3C)cc2)CC1 (stereo unspecified)	0	1	-3	-2	-2	4	0.6	3	-4
CC(=O)Nc1ccc(C(=O)Nc2ccc3c(c2)OCCO3)cc1	2	-4	-6	-3	19	-5	-2.3	0	11
CCn1c(SC(=O)NC2CCCCC2)nnc1-c1cccs1	9	3	2	0	-2	5	27	0	-2
Cc1c(NC(=O)/C(C#N)=C/c2ccc(-c3cc(Cl)ccc3Cl)o2)c(=O)n(-c2ccccc2)n1C	2	-1	10	-2	6	-3	1.4	0	-5
CCCCN(C(=O)C1CCC1)c1c(N)n(Cc2ccccc2)c(=O)[nH]c1=O	13	4	-6	2	2	5	1.4	1	-13
COc1ccc2c(c1)CCC1=C2NC(=S)NC1c1ccc(N(C)C)cc1 (stereo unspecified)	8	4	-6	-4	7	0	-3.4	1	-7
CCOC(=O)c1c(NC(=O)C2=C(C)NC(=S)NC2c2ccc(F)cc2)sc(C)c1C (stereo unspecified)	16	1	3	0	5	0	0.3	0	-11
O=C(CN1CCN(c2ncccn2)CC1)N(Cc1ccccc1)c1ccc(F)cc1	7	3	-4	3	-1	0	-1.5	4	-10
O=C(NCc1cccc(Cl)c1)NCc1cccc(Cl)c1	8	7	-6	-4	4	-6	-1.6	1	-8
SMILES	CHRM1 PAM	M4 PAM	M4 antag	CHRM5 agonist	M5 antag	M5 PAM	CRFR2-BP ag	M4 ag	M1 antag
CCN(c1ccc(NC(=O)COC(=O)c2ccc(C)s2)cc1)C(C)C	2	-4	-3	-13	6	7	-2.5	3	-9
O=C(CC1S/C(=N/N=C/C=C/c2ccccc2)NC1=O)Nc1ccc(C(=O)O)cc1 (stereo unspecified)	15	11	-17	0	-14	7	0.7	1	-17
O=C(Nc1ccc2c(c1)[C@@H]1C[C@@H](CC(=O)N3CCOCC3)O[C@@H](CO)[C@@H]1O2)NC1CCCC1	6	9	-12	1	-4	3	-1.8	1	-16
COc1ccc([N+](=O)[O-])cc1NC(=O)COC(=O)C=C(C)C	0	4	-8	0	2	6	0.9	1	3
Cc1[nH]n(C(N)=S)c(=O)c1N=Nc1ccc(S(=O)(=O)N2CCCC2)cc1	10	-5	-5	-7	-4	8	-1.2	1	-17
COc1ccccc1NC(=O)CCCC(=O)OC(C)C(=O)c1ccccc1 (stereo unspecified)	1	-8	-1	2	4	-5	-3.1	6	-2
C=CCSc1cc(C)nc2c(-c3ccccc3)cnn12	6	1	-3	-3	1	9	0.8	1	-14
CC(=O)C1=C(O)C(=O)N(Cc2ccco2)C1c1ccccc1F (stereo unspecified)	2	-6	4	-2	-10	-6	0.1	0	4
Cc1ccc(N2C(=O)c3ccccc3C2Nc2ccc(S(=O)(=O)N3CCCCC3)cc2)nc1 (stereo unspecified)	-4	-2	2	1	2	-7	-3.2	2	3
COc1ccc(S(=O)(=O)N2CCCCCC2)cc1C(=O)N(C)CCOc1ccccc1	-4	-6	-16	-1	-12	8	2.7	10	2
CC1CC(C)CN(S(=O)(=O)c2cc(C(=O)O)c(Cl)s2)C1 (stereo unspecified)	-2	-2	19	-1	8	-3	-0.2	0	6
O=C(Nc1ccc(Cl)c(Cl)c1)OCc1cnc(Cl)s1	-11	4	4	-4	13	-3	2.0	1	10
O=C(OCc1ccc2c(c1)OCO2)c1cccc(S(=O)(=O)N2CCCCC2)c1	5	-5	-19	-2	6	-5	1.1	0	-1
CC(=O)c1c(COC(=O)c2ccncc2)nc2ccccc2[n+]1[O-]	1	-1	-4	-2	9	1	-0.1	2	-8
Cc1cc(C)nc(N/N=C/c2cccc(Cl)c2)n1	2	-1	-2	-2	5	-1	-1.4	1	-1
CC(OC(=O)CN1C(=O)c2ccccc2C1=O)C(=O)NC1CCCCC1 (stereo unspecified)	4	1	-10	-4	13	-2	-1.5	1	6
COc1cccc(CN2CCN(Cc3cccc4nonc34)CC2CCO)c1 (stereo unspecified)	0	4	-5	-2	6	3	0.4	3	1
O=C(c1sc2cc(F)ccc2c1Cl)N1CCN(c2cccc(Cl)c2)CC1	-3	-9	-4	-3	-6	-3	-0.1	-1	2
Cc1cc(OC(=O)c2cc(Cl)nc3ccccc23)ccc1Cl	9	10	-6	-3	-10	4	-0.7	0	-16
CCOC(=O)C1CCCN(Cc2ccc(O)c(OC)c2)C1 (stereo unspecified)	0	-1	0	1	2	-2	-2.6	0	1
CCN(CC)c1ccc(C(=O)Nn2c(C)nc3ccccc3c2=O)cc1	-3	-3	0	1	18	-5	-0.1	4	7
O=C(/C=C/c1ccccc1)N/C(=C/c1ccccc1)C(=O)NCCO	10	0	2	0	4	-1	-1.9	0	-14
O=C1CC(=O)Nc2cc(S(=O)(=O)NCc3cccs3)ccc2N1	1	0	-4	-1	13	-5	2.2	0	5
Cc1ccc(NC(=O)CC2CS(=O)(=O)CC2CC(=O)Nc2ccc(C)c(C)c2)cc1C (stereo unspecified)	5	-5	-6	-9	-6	-11	1.5	0	-10
CCOc1cc(C2C(C#N)=C(N)OC(C)=C2C(C)=O)c(Br)c(Br)c1OC(C)C (stereo unspecified)	4	2	-11	6	-2	-1	6.5	3	-7
SMILES	CHRM1 PAM	M4 PAM	M4 antag	CHRM5 agonist	M5 antag	M5 PAM	CRFR2-BP ag	M4 ag	M1 antag
Clc1ccc(Cn2ncc3c(N4CCN(c5ccccc5)CC4)ncnc32)cc1	-9	1	-17	2	12	-6	nt	7	14
COc1cccc(COC(=O)c2cc(=O)[nH]c3ccc(S(=O)(=O)N4CCOCC4)cc23)c1OC	0	3	-1	-2	5	-1	-1.0	4	-11
N#CC1(Nc2ccc([N+](=O)[O-])cc2)CCCC1	0	2	-13	-3	8	0	-7.5	2	4
Cc1ccc(C(=O)N2CCN(c3ccccc3)CC2)cc1S(=O)(=O)N1CCCC1	11	-5	9	4	-6	2	1.2	-1	-1
COc1cccc(CNc2ccc(Br)cn2)c1O	-1	-1	5	-1	2	-5	-1.6	3	-3
COc1ccc(Br)cc1S(=O)(=O)NCc1ccccc1	3	-4	0	-2	-4	0	-6.8	3	0
Cc1noc(C)c1NC(=O)Nc1cccc2c1O[C@H](CN(C)S(=O)(=O)c1ccccc1)[C@@H](C)CN([C@H](C)CO)C2=O	10	1	-2	-1	-7	2	-0.5	0	-9
O=C(NCc1cccs1)C1CCN(S(=O)(=O)c2cccc3cccnc23)CC1	12	-7	3	1	10	-10	0.0	6	0
CCOc1ccc(CC(=O)NNC(=S)NCCc2ccccc2)cc1	0	0	-20	2	6	1	-1.3	2	7
O=C1Nc2c(c(=O)[nH]c(=O)n2Cc2ccccc2)C1(NS(=O)(=O)c1ccccc1)C(F)(F)F (stereo unspecified)	1	-3	11	-2	7	-2	-0.1	0	0
O=C(CN1CCCC1c1ccc2c(c1)OCCO2)NC(=O)Nc1ccccc1F (stereo unspecified)	10	8	-3	-3	7	0	1.1	1	-18
Nc1ccc2cn[nH]c2c1	7	2	-9	0	0	-5	-1.3	1	-25
CCc1ccc(OCC(=O)Nc2ccc(N3CCN(C(=O)c4ccccc4)CC3)cc2)cc1	-2	5	1	0	5	1	-1.5	3	15
CCn1cc(C(=O)OCC(=O)Nc2cccc(C)c2)c(=O)c2ccc(C)nc21	1	2	-3	-2	11	-4	-1.3	1	2
CS(=O)(=O)Nc1ccc(-c2cn3c(n2)SCC3)cc1	5	4	-4	-3	2	5	1.7	2	-4
Clc1ccc(-c2noc(COc3ccccc3)n2)cc1	-10	7	9	0	12	-5	7.1	-2	8
CC(C)n1c(COc2ccccc2)nc2ccccc21	1	4	-23	-7	-7	3	-1.1	1	-4
COc1ccc(NC(=O)c2nnn(Cc3cccc(F)c3)c2N)c(OC)c1	-6	-8	6	1	5	-4	-1.2	1	0
COC(=O)c1cccc(S(=O)(=O)N2CCOCC2)c1	2	-6	6	-6	8	-7	4.5	0	-4
COC(=O)CNC(c1ccccc1)c1cc(Br)ccc1NS(=O)(=O)c1ccccc1 (stereo unspecified)	0	1	-5	-2	7	-7	1.6	0	-5
Cc1cc(C(=O)Nc2ccccc2C)n(-c2ccccc2)n1	5	-4	11	0	-1	-2	-0.8	1	-8
COc1cccc(-n2c(SCC(=O)NC(C)(C)C)nnc2-c2ccoc2C)c1	3	7	0	-3	-4	2	-0.4	0	-24
O=S(=O)(c1ccc(Br)cc1)c1nc(-c2ccco2)oc1NCCCn1ccnc1	14	13	2	-3	3	2	-1.9	1	-24
